Assay outcomes (PubChem BioAssay)
ssDAF-12 act: activators of S. stercoralis DAF-12 nuclear receptor; HEK293 ssDAF-12/GRIP1 lit1-tk-luc reporter, luminescence; % of 3 µM dafachronic acid response; 370,000 tested, 1% active; activation, % at 6.8 µM; AID 652126;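 active = activation above the mean over all tested compounds plus 3 SD, cut at about 0.9% in these data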;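 also: 0% = DMSO-only wells and 100% = 3 µM delta7-dafachronic acid wells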
SMARCA2 act: activators of SMARCA2 function. MG213 cells, MMTV-luciferase reporter, dexamethasone, overnight. activation, % at 9.1 µM. 370,000 tested, 1% active. AID 652017; in the data active = activation above about 7.8%;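 also: 0% = vehicle wells and 100% = reference activator wells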
proKLK7 act: proKLK7 (human) activation, primary screen. P49862. purified proKLK7, EDANS-DABCYL substrate fluorescence; 100% is mature enzyme control, 0% vehicle. activation, % at 7 µM. 370,000 tested, 0.9% active;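 active = activation above the mean of all tested compounds plus 3 SD, computed per campaign excluding outliers beyond control limits, cut at about 13% in these data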
sPLA2-III inh: Blocks human group III sPLA2 activity; Q9NZ20; QFRET BODIPY PC-A2 liposome hydrolysis, fluorescence; inhibition, % at 12.2 µM; 370,000 tested, 0.56% active; AID 743126;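 active = inhibition above mean plus 3 SD of compounds lying within the high and low control bounds, cut at about 19% in these data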;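 also: 0% = median of test compound wells and 100% = no enzyme DMSO wells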
DAX1 inh-1: DAX1 (NR0B1) inhibition, primary screen; inhibition, % at 6.8 µM; 370,000 tested, 1.1% active; AID 652010; HEK293T StAR-luciferase reporter, SF-1/DAX-1 repression relief;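 active = inhibition above the mean over all tested compounds plus 3 SD, cut at about 3.6% in these data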;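 also: 0% = DAX-1 cells with DMSO and 100% = cells lacking DAX-1 with DMSO; higher inhibition means more luminescence from relief of DAX-1 repression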
GAA850 FXN act: increases GAA850 frataxin promoter reporter activity; 360,000 tested, 0.56% active; HEK293 lucGAA850 FXN promoter luciferase reporter, 24 h; percent of 10 µM SAHA response; activation, % at 6 µM; AID 540364;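 active = activation above the average of all compounds screened plus 3 SD, cutoff fixed separately per campaign, cut at about 7.5% in these data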;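 also: 0% = DMSO wells and 100% = 10 µM SAHA wells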
hcDAF12 agonist: activators of H. contortus DAF-12 nuclear receptor. HEK293 hcDAF-12 lit1-tk-luc reporter, luminescence; 0% DMSO, 100% Δ7-dafachronic acid. activation, % at 6.8 µM. 370,000 tested, 1.4% active;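 active = activation above the mean of all tested compounds plus 3 SD, cut at about 5.5% in these data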;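 also: 100% = response to 3 µM Δ7-dafachronic acid high control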
hgDAF-12 ag: agonists of H. glycines DAF-12 nuclear receptor; AID 687014; activation, % at 6.8 µM; 370,000 tested, 1.8% active; HEK293 GAL4-hgDAF12 UAS-luciferase reporter, agonist luminescence; normalized to butyrate control;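 active = activation above a cutoff set at the mean of all screened compounds plus 3 SD, cut at about 10% in these data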;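 also: 0% = DMSO wells and 100% = sodium butyrate wells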
NPR2 activator: GC-B (human) receptor activation. 370,000 tested, 0.11% active. AID 1920062. activation, % at 10 µM. P20594. HEK293-GC-B cells, CNP EC30, cGMP TR-FRET; 0% at EC30 CNP, 100% saturating CNP;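 active = activation at 10 µM reaching about 35% in either raw or pattern-adjusted values, limit read from the data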
Target sequence (P20594 whole entry, looked up): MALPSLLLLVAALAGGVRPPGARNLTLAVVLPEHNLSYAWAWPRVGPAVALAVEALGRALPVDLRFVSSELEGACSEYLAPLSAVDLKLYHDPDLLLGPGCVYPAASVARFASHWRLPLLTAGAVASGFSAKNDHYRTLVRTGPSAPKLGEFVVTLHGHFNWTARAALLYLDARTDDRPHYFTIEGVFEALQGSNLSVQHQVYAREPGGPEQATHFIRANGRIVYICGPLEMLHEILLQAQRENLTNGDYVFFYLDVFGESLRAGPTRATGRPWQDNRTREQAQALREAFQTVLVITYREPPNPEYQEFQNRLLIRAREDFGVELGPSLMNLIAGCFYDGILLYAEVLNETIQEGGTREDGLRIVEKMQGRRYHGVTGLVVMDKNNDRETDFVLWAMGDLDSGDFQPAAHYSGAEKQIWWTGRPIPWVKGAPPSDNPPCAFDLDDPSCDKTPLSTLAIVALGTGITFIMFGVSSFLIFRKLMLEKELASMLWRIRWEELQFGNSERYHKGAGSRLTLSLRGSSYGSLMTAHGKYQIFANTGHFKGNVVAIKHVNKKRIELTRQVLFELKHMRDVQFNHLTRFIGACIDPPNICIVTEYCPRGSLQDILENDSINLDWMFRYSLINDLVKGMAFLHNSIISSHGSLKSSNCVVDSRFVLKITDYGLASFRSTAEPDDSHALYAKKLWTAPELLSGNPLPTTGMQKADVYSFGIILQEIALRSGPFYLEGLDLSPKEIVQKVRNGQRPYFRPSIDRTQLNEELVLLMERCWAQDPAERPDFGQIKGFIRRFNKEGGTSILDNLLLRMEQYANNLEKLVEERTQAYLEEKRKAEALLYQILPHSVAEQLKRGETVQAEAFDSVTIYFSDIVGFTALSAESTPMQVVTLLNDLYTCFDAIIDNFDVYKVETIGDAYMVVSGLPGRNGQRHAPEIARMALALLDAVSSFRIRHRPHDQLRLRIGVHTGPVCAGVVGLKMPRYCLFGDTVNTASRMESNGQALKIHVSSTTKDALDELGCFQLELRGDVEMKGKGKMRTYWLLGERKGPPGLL
DAX1 inh-2: inhibits human nuclear receptor DAX1 | P51843 | HEK293 Gal4-DAX1 luciferase reporter, luminescence | inhibition, % at 6.75 µM | 340,000 tested, 0.99% active | AID 504766;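 active = inhibition above the mean over all tested compounds plus 3 SD, cut at about 4.2% in these data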;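 also: 0% = DAX1-transfected cells with DMSO and 100% = empty-vector control cells with DMSO; inhibition shows as a rise in luminescence from relieved DAX1 repression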
GC-A act: GC-A (human) enzyme activation; P16066; HEK293 GC-A cells, cGMP TR-FRET, EC30 ANP; 0% at EC30 ANP, 100% saturating ANP; activation, % at 10 µM; 370,000 tested, 0.14% active; AID 1671463; in the data active = activation above about 40%
Active calls of the source: *; . = no result given.

Second line of a record: ssDAF-12 act | SMARCA2 act | proKLK7 act | sPLA2-III inh | DAX1 inh-1 | GAA850 FXN act | hcDAF12 agonist | hgDAF-12 ag | NPR2 activator | DAX1 inh-2 | GC-A act
> CCCCCn1nnnc1-c1nc2cc(C)c(C)cc2[nH]c1=O
 : -0.8 | -1 | -11 | -20 | -2.3 | . | -1.2 | -2.6 | -3 | . | 5
> O=C(NC1CCCC1)c1cc(-c2ccccc2)on1
 : 0.6 | 2 | -0.2 | 0 | 3.1 | 8.6* | 4.7 | 36* | 3 | 5.5* | 6
> O=C(O)CCNC(=O)c1cncc(Br)c1
 : -1.3 | -1 | -0.5 | -2 | 0.8 | -0.8 | 1.0 | 1.4 | -1 | -0.1 | 2
> COc1cccc(CNC(=S)Nc2cc(C)cc(C)c2)c1
 : -1.5 | 1 | -0.2 | 8 | 0.0 | 2.6 | -1.0 | 5.0 | 1 | -0.5 | 1
> O=C(Nc1ccc(OC(F)F)c(Cl)c1)c1ccccn1
 : 1.4* | 12* | -0.4 | -2 | 4.5* | 6.9 | 3.8 | 14* | 2 | 5.2* | 2
> O=C(CCNC(=O)c1ccc(Cl)cc1)NN1C(=O)NC2(CCCCC2)C1=O
 : -1.3 | -2 | -0.4 | 1 | -0.2 | 0.2 | -0.9 | 0.7 | -1 | -0.9 | 1
> C=CCNc1nc(C2(C)CC3(CC(C)OC3=O)C(=O)O2)cs1 (configuration not stated)
 : -0.9 | -1 | 0.0 | 3 | -0.3 | -0.2 | -1.7 | 1.2 | 5 | 0.8 | 5
> C[C@H](NC(=O)c1nc[nH]c1C(=O)NCC(=O)OC(C)(C)C)c1ccccc1
 : -1.2 | -1 | -0.2 | 0 | -0.6 | 0.1 | -0.9 | -0.4 | 1 | -0.8 | -5
> COC(=O)C1=CN(C(C)c2ccccc2)C=C(C(=O)OC)C1c1cc(OC)c(OC)c(OC)c1 (configuration not stated)
 : -1.1 | -2 | 1.2 | -2 | -0.3 | 0.6 | -1.4 | 0.4 | -14 | -0.3 | -28
> Cc1cccc(-c2cnc(C(O)c3ccc(Cl)cc3C)[nH]2)c1 (configuration not stated)
 : -1.9 | 0 | 0.9 | -5 | -1.0 | 0.4 | 0.2 | -0.1 | 3 | . | -4
> O=C1C(Cl)=C(N2CCOCC2)C(=O)N1c1ccc(Br)cc1
 : -0.8 | 2 | -0.3 | 0 | -0.8 | -2.6 | 2.0 | 2.0 | 0 | -1.7 | 0
> CC(C)CC1C(=O)N(Cc2cn(Cc3ccco3)nn2)CCS(=O)(=O)N1Cc1ccc(-c2ccc(F)cc2)cc1 (configuration not stated)
 : -1.5 | -3 | -0.3 | -43 | -1.4 | -2.9 | -1.3 | -0.3 | -5 | -1.0 | -9
> CN(C)c1ccc(O)c2c1CC1CC3C(N(C)C)C(=O)C(C(N)=O)=C(O)[C@@]3(O)C(=O)C1=C2O (some centres not stated)
 : -0.7 | -6 | 1.8 | 7 | -0.1 | 25* | 1.9 | 0.0 | 6 | 0.5 | 5
> CN(C)CCCN(Cc1ccccc1)C(=S)NCc1ccccc1
 : -0.6 | -3 | 0.7 | 10 | -0.5 | -0.4 | -1.3 | -4.9 | -10 | -1.3 | -13
> O=C(CSc1nnc(-c2ccccc2)o1)c1nnc(-c2ccccc2)o1
 : -1.4 | -2 | -0.1 | -4 | 0.6 | 3.2 | 0.0 | 1.8 | -9 | 1.0 | 0

(next part)
Second line of a record: ssDAF-12 act | SMARCA2 act | proKLK7 act | sPLA2-III inh | DAX1 inh-1 | GAA850 FXN act | hcDAF12 agonist | hgDAF-12 ag | NPR2 activator | DAX1 inh-2 | GC-A act
> COC(=O)[C@H](C(C)C)N(CCCc1cn(Cc2ccc(C)cc2)nn1)S(=O)(=O)c1ccccc1Br
 : -1.9 | -3 | 0.1 | -16 | -1.9 | . | -1.2 | -4.9 | 6 | . | -1
> OC(COc1c(F)cc(Br)cc1F)CN1CCc2ccccc2C1 (configuration not stated)
 : -0.9 | -2 | -0.1 | 0 | 0.0 | -1.8 | -1.3 | 1.5 | -1 | 4.1 | 1
> Cc1cc(C)n2c(NCc3ccccc3)c(-c3cc4ccccc4o3)nc2n1
 : -0.8 | 0 | -0.4 | -9 | 0.0 | . | -0.6 | 2.5 | -3 | . | -8
> COc1cc(Nc2c3c(nc4ccccc24)CCC3)cc(OC)c1OC
 : -0.4 | -4 | -0.6 | 3 | -0.4 | -5.1 | -2.4 | -2.1 | -3 | -1.7 | -9
> CC(=O)Nc1cccc(C(=O)Nc2cccc(S(=O)(=O)NCc3ccco3)c2)c1
 : -1.2 | -5 | 0.6 | -17 | -1.2 | 0.9 | -0.7 | -4.5 | 0 | -0.8 | 4
> COc1cc(C(C(=O)NC2CCCCC2)N(C(=O)c2cnccn2)c2ccccc2)cc(OC)c1OC (configuration not stated)
 : -1.1 | 3 | -0.3 | 0 | -0.3 | 2.3 | -2.8 | 1.5 | 3 | 0.2 | -1
> N=c1c(C(=O)NC2CCCC2)cc2c(=O)n3ccccc3nc2n1Cc1ccccc1
 : -0.7 | -1 | -2.4 | 3 | 0.4 | -0.4 | 0.3 | 3.6 | 5 | 0.4 | 9
> Cc1ccc(C(=O)CCC(=O)OCC(=O)Nc2nnc(-c3ccccc3)o2)cc1
 : -1.2 | -2 | 0.5 | -5 | -0.6 | 1.9 | 1.3 | 0.6 | -4 | 2.1 | 1
> COC(=O)c1cccc(NC(=O)CN2CCN(Cc3ccccc3)CC2)c1
 : -1.1 | 4 | -0.2 | -5 | -0.4 | 0.1 | -1.4 | -0.6 | -2 | -0.4 | 1
> CC1(C)CC(CC(=O)O)C(=O)O1 (configuration not stated)
 : -1.0 | 0 | 0.5 | 7 | 0.1 | 2.1 | 0.5 | -0.6 | 4 | 0.9 | -2
> O=C(CN(C1CCCCC1)S(=O)(=O)c1ccc(F)cc1)NC1CC1
 : -0.4 | -2 | -0.4 | 3 | -0.2 | -1.2 | 0.7 | 0.0 | 2 | -0.6 | -2
> COc1ccc(C(=O)c2cn[nH]c2-c2cc(C)ccc2O)cc1
 : -1.3 | -2 | -0.1 | -28 | -0.1 | 3.0 | -0.5 | 0.4 | 6 | -1.2 | -4
> NC(=O)CS(=O)(=O)c1nc2ccccc2n1Cc1ccccc1F
 : -1.3 | -4 | 0.2 | -5 | -0.9 | -1.5 | -2.7 | -2.1 | . | -0.2 | .
> CCc1ccccc1Nc1nc2ccccc2n1C
 : -0.5 | 1 | -0.7 | 0 | -0.2 | 0.5 | -0.1 | -1.0 | -4 | 1.2 | 2
> Nc1nc(NCCCN2CCOCC2)nc(NCc2ccccc2)c1[N+](=O)[O-]
 : -1.0 | -4 | -0.2 | -1 | -0.7 | 0.8 | -1.4 | -1.6 | 6 | -2.1 | 9

DAX1 inh-1: hit marks shown above
| compound | ssDAF-12 act | SMARCA2 act | proKLK7 act | sPLA2-III inh | DAX1 inh-1 | hcDAF12 agonist | NPR2 activator | DAX1 inh-2 | GC-A act |
| --- | --- | --- | --- | --- | --- | --- | --- | --- | --- |
| O=C(Nc1ccc(OC(F)F)c(Cl)c1)c1ccccn1 | 1.4* | 12* | -0.4 | -2 | 4.5* | 3.8 | 2 | 5.2* | 2 |

(next part)
Second line of a record: ssDAF-12 act | SMARCA2 act | proKLK7 act | sPLA2-III inh | DAX1 inh-1 | GAA850 FXN act | hcDAF12 agonist | hgDAF-12 ag | NPR2 activator | DAX1 inh-2 | GC-A act
> Cc1cc(=O)oc2cc(OCc3ccc(C(=O)OCC(=O)N(C)C4CCS(=O)(=O)C4)cc3)ccc12 (configuration not stated)
 : -1.9 | -3 | -1.0 | 4 | 0.3 | 0.7 | -0.7 | 2.5 | 1 | 3.1 | 8
> COc1ccc(O)c(CN2CCCC(N3CCN(c4ccccc4OC)CC3)C2)c1 (configuration not stated)
 : -1.0 | -1 | 0.6 | 1 | -0.4 | 0.9 | -1.1 | -1.6 | 5 | -0.9 | -2
> O=C(O)CSCC(=O)Nc1ccc(C2CCCCC2)cc1
 : -3.9 | -10 | 1.1 | -1 | -4.4 | -18 | -7.3 | -20 | -1 | -3.9 | 2
> O=C(NS(=O)(=O)c1ccccc1[N+](=O)[O-])c1ccccc1
 : -1.5 | 2 | -0.3 | 0 | 1.3 | -0.9 | 1.8 | 0.2 | 1 | 0.7 | 2
> Cc1sc2nc(C3CC3)nc(NCCNS(C)(=O)=O)c2c1C
 : -1.7 | -1 | -0.8 | 2 | 0.2 | 2.3 | -0.7 | -1.0 | 4 | 0.3 | 2
> COc1ccc2oc(=O)c(-c3csc(Nc4cccc(O)c4)n3)cc2c1
 : -1.1 | 3 | -1.3 | -18 | 0.2 | 3.1 | 2.7 | 4.3 | -4 | -0.6 | 5
> O=C(CC(c1ccccc1)c1ccccc1O)N1CCCC1 (configuration not stated)
 : -1.3 | -2 | 0.0 | -5 | 0.0 | -0.8 | -0.3 | -2.0 | -15 | -1.4 | -7
> COc1ccc(NC(=O)c2cc(-c3cc(C)cc(C)c3O)n[nH]2)cc1Cl
 : -1.0 | -4 | -0.5 | 1 | -1.0 | -1.3 | -0.2 | 0.2 | 13 | -1.0 | 12
> CC(=O)c1cn(CC(=O)Nc2ccccc2C)c2ccccc12
 : -2.0 | -7 | -0.2 | -5 | -1.5 | -2.1 | -3.3 | -4.9 | 3 | -2.3 | 1
> Cc1ccccc1NC(=O)OCCCN1C(=O)CCC12CCC(C)CC2 (configuration not stated)
 : -0.9 | -3 | 0.0 | 4 | 1.5 | . | -2.2 | -1.1 | -8 | . | -2
> COCc1cc(C)nc(SCC(=O)Nc2ccc3c(c2)n(C)c(=O)n3C)c1C#N
 : -1.0 | 1 | 0.1 | 2 | -1.9 | 0.2 | -1.2 | 1.5 | -4 | -0.1 | 7
> NCCCCNCCCN
 : -1.2 | -1 | 0.1 | 4 | 1.1 | 0.9 | -2.0 | 0.4 | 4 | -0.7 | 5
> C[C@@H](NC(=O)C1(c2ccccc2)CCN(C(=O)OC(C)(C)C)CC1)C(=O)N[C@@H](C(=O)O)c1ccccc1
 : -1.1 | 2 | 0.3 | 1 | -0.6 | -0.3 | -0.3 | -1.4 | -5 | 2.3 | -1
> COc1ccc([N+](=O)[O-])cc1C1NN=C(c2ccccc2O)S1 (configuration not stated)
 : 0.6 | 2 | -0.7 | -1 | 0.5 | 3.0 | 6.9* | 5.9 | -5 | 0.2 | 1
> C[C@]12CCC(=O)CC1=CCC1C3CC=C(C#N)[C@@]3(C)CC[C@@]12O (some centres not stated)
 : -1.4 | -2 | -0.5 | 3 | -0.2 | 0.6 | 0.0 | 0.6 | 0 | 1.4 | 0
> Cc1ccc(S(=O)(=O)NCCN=C(CN2CCCC2)NS(=O)(=O)c2ccc(C)cc2)cc1
 : -1.1 | -1 | 0.7 | -39 | 0.1 | -1.0 | -1.2 | -3.3 | -1 | -1.8 | 2

Quoted from the listing.
O=C(CC(c1ccccc1)c1ccccc1O)N1CCCC1 (configuration not stated) @ NPR2 activator = -15
C[C@]12CCC(=O)CC1=CCC1C3CC=C(C#N)[C@@]3(C)CC[C@@]12O (some centres not stated) @ DAX1 inh-2 = 1.4

No enrichment for hits; overall some 6.7% were active at least once.
